High-throughput results: PubChem, several laboratories
PKA-R2B activ – activates the human PKA-R2B holoenzyme complex | P22694+P31323 | PKA-R2B holoenzyme dissociation, Cy5-IP20 fluorescence polarization; R2B truncated from residue 108, S112A mutant; 0% DMSO only, 100% 113 µM cGMP | activation, % at 11.4 µM | actives 0.079% (n = 340,000);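 active = activation above a cutoff set at the mean over all compounds plus 3 SD, cut at about 18% in these data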;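 also: higher means more holoenzyme dissociation and a rise in polarization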
Target sequence (P31323 whole entry, looked up, other chains not shown, the tested form may be a part): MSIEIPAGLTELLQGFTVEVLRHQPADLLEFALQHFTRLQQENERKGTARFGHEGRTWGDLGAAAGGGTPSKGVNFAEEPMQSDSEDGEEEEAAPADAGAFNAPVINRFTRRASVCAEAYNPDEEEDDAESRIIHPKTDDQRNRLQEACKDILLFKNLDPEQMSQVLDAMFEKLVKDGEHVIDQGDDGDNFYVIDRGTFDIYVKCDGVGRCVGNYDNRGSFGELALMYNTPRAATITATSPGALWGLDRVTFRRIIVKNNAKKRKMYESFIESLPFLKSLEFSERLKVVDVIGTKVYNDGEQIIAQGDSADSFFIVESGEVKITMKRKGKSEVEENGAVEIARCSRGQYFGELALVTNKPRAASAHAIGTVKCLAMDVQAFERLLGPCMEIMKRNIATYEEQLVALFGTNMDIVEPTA
RTF Ca sens inh – cardiac RTF calcium desensitization. actives 0.12% (n = 340,000). IANBD-labeled cardiac RTF, Ca2+ fluorescence. inhibition, % at 7.15 µM. P19429+P45379;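 active = inhibition above the mean inhibition of all tested compounds plus 3 SD, cut at about 17% in these data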;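 also: assay run at fixed EC70 calcium of 1.6 mM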
SR-BI uptake up – SR-BI HDL lipid transfer activation; activation, % at 12.5 µM; actives 0.096% (n = 320,000); AID 504775; CHO ldlA[mSR-BI] cells, DiI-HDL uptake fluorescence, 3 h; 100 = double the neutral-control signal;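 active = mean replicate activation of at least 60% and every replicate at or above 60%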;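 also: 0% = median plate neutral-control signal and 100% = twice that signal; values of inactives mirror those of a sister screen read the other way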
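Test system: SR-BI-overexpressing, LDLR-lacking CHO cells; Also added: labelled HDL, 10 µg/mL; Measured by: bottom-read cell fluorescence after medium removal, ex 550/em 595 nm; Timing: 3 h uptake period with compound, 37 °C; Buffer or medium: F12, 0.5% BSA, 25 mM HEPES; Doses: single compound concentration, delivered by pin transfer.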
cardiac RTF act – increases calcium sensitivity of human cardiac regulated thin filaments | IANBD-labeled TnC RTF fluorescence at EC20 calcium; 0% EC20 calcium, 100% full calcium | activation, % at 7.2 µM | actives 0.24% (n = 340,000);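 active = activation above the mean over all tested compounds plus 3 SD, cut at about 30% in these data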;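 also: rise in fluorescence read as greater calcium sensitivity of cardiac thin filaments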
CAL PDZ FP-1 – human CAL PDZ-peptide interaction inhibition; purified CAL PDZ, TMR-peptide fluorescence polarization, 1 h; inhibition, % at 20 µM; AID 504414; Q9HD26; actives 0.02% (n = 330,000);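 active = highest replicate inhibition of at least 40%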;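 also: plate controls were DMSO neutral control wells for no effect and unlabeled competitor peptide control wells for full effect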
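material = purified tagged CAL PDZ domain construct (CerCALP) | compound dosing = 20 µM, one dose | times = 1 h at RT | measured by = fluorescence polarization from S- and P-plane intensities, G-factor corrected | read-out = inhibition from polarization loss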
DAGLB inh – blocks human DAGLB lipase activity | HEK293T DAGLB membrane lysate, EnzChek fluorogenic substrate | actives 0.059% (n = 340,000) | AID 504411 | inhibition, % at 5.17 µM; in the data active = inhibition above about 34%;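 also: 0% = enzyme with vehicle and 100% = wells lacking enzyme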
Target sequence (Q8NCG7 whole entry, looked up): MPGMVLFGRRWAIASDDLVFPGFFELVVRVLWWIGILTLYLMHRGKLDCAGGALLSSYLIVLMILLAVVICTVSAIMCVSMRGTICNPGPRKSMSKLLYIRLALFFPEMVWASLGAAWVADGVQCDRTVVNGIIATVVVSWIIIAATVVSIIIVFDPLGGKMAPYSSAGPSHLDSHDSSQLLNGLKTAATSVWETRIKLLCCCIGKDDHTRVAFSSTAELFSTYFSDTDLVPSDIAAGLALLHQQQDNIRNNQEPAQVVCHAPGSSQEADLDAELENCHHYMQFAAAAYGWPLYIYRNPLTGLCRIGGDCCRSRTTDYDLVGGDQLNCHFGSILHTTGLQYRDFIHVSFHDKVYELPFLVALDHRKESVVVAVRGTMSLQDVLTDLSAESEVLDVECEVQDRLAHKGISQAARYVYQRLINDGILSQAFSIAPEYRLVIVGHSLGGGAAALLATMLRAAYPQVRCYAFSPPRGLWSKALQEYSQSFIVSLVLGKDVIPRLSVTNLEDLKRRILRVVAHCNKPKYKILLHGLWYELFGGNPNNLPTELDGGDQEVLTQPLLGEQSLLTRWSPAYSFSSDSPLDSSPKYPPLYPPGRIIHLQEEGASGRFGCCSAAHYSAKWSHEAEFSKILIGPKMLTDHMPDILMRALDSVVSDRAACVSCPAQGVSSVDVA
Rtt109 Vps75 – blocks Candida albicans Rtt109/Vps75 acetyltransferase activity. inhibition, % at 34.9 µM. AID 540336. purified Rtt109/Vps75, ThioGlo CoA-SH fluorescence, 4 h. actives 0.16% (n = 330,000);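 active = inhibition of at least 50% in every replicate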
C-LANA FP – inhibitors of KSHV LANA C-terminal domain DNA binding. MBP-C-LANA/FAM-LBS DNA binding, fluorescence polarization. inhibition, % at 9 µM. actives 0.078% (n = 340,000);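 active = highest replicate inhibition at or above 60% at 9 µM, even if other replicates fall short; inactive = all replicates below 60% inhibition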;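 also: 0% = neutral control wells and 100% = 4 µM acridine orange control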
CAL PDZ FP-2 – inhibitors of human CAL PDZ peptide binding; Q9HD26; purified CAL PDZ, TMR-peptide fluorescence polarization, 1 h; inhibition, % at 24.9 µM; actives 0.92% (n = 300,000); AID 602252;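 active = mean inhibition of at least 30% with at least half of replicates also reaching 30%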;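 also: 0% = DMSO neutral control and 100% = excess unlabeled competitor peptide PRC23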
Keap1 Nrf2 FP – inhibitors of human Keap1-Nrf2 protein-protein interaction; Q14145; Keap1 Kelch-Nrf2 peptide fluorescence polarization, 1536-well; inhibition, % at 9.4 µM; actives 0.15% (n = 340,000); AID 504523; in the data active = inhibition above about 12%;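 also: human Keap1 Kelch domain with fluorescein labeled Nrf2 9mer peptide probe; 0% = neutral control wells and 100% = peptide positive control; higher means more block of Keap1 binding to Nrf2 peptide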
Starred values were filed as active, the others as inactive; x = not tested or not shown.

Fields: PKA-R2B activ | RTF Ca sens inh | SR-BI uptake up | cardiac RTF act | CAL PDZ FP-1 | DAGLB inh | Rtt109 Vps75 | C-LANA FP | CAL PDZ FP-2 | Keap1 Nrf2 FP
> CCCCOc1cccc(/C=C(\C#N)C(=O)NC2CC2)c1
 : 5 | -2 | -20 | -2 | -3.2 | 0 | -6 | 0.1 | 0 | 2
> Cc1cc(C)nc(/N=C(\N)Nc2ccc(OCc3ccccc3)cc2)n1
 : -5 | -11 | -15 | 3 | -7.2 | 3 | x | -2.6 | -4 | 2
> O=C(CN(CCCN1CCOCC1)C(=O)Cn1nnc(-c2ccc(F)cc2)n1)NC1CCCCC1
 : 6 | -1 | x | -5 | 0.0 | 0 | -6 | -0.4 | x | -3
> Cc1cc(C(F)F)n2ncc(C(=O)NCc3ccccc3C(F)(F)F)c2n1
 : -11 | 4 | -30 | -2 | -2.1 | -1 | -14 | -1.8 | 0 | -6
> COCCN(Cc1cc2cccc(C)c2n2nnnc12)C(=O)C(F)(F)F
 : -10 | -4 | 3 | -9 | x | -6 | -4 | 0.0 | 6 | 5
> CCC1(C)C(Nc2c(C)cccc2C)=NC(=S)N1c1ccc(NC(C)=O)cc1 (stereo not given)
 : -2 | -5 | 20 | -5 | 0.0 | -2 | 3 | -1.7 | 0 | -5
> CCOc1ccccc1N(CC(=O)NC1CCCCC1)C(=O)c1nsc(Cl)c1Cl
 : -3 | -6 | 13 | 1 | -0.1 | -2 | 11 | 0.7 | -8 | 2
> CCc1ccc(NC(=O)CCCn2nc(CC)n3c(cc4occc43)c2=O)cc1
 : -4 | -9 | -66 | 0 | -0.1 | -5 | -2 | -0.9 | x | -1
> O=C(c1cc(F)ccc1F)C1CCCN(C(=O)CCCN2CCCCC2=O)C1 (stereo not given)
 : -9 | -1 | 3 | 5 | -2.6 | 1 | 1 | 0.8 | -3 | -3
> COc1ccc(NC(=O)/C(C#N)=C/c2ccc(Br)o2)cc1
 : 0 | -3 | -2 | -2 | -1.4 | -1 | 4 | -1.3 | x | 2
> CN(C)c1ccc(N/C=C/C(=O)C(F)(F)F)cc1
 : -84 | 6 | 10 | 1 | 0.3 | 3 | 12 | -0.5 | 2 | 0
> CN(CC(=O)Nc1c(Cl)cccc1Cl)C(=O)CCc1nc2sc3c(c2c(=O)[nH]1)CCCC3
 : -10 | -10 | 10 | -6 | -0.9 | 5 | -9 | -0.8 | x | -2
> Cc1ccc(NC(=O)CNC(=O)Cc2cccc3ccccc23)nc1
 : -1 | 2 | -8 | -3 | 0.5 | 0 | 3 | -0.5 | -1 | -2
> COc1ccc(/C=C2/C(=O)ON=C2c2ccccc2)cc1OC
 : 12 | -1 | 35 | -8 | -2.5 | 9 | 30 | -0.6 | -1 | 1
> CCN(C[C@H]1N[C@@](Cc2ccccc2)(C(=O)OC)[C@H]2C(=O)N(C)C(=O)[C@@H]12)C(=O)Nc1ccc(C)cc1
 : -4 | -8 | 22 | 4 | -1.4 | -1 | -4 | 0.3 | 1 | 6
> Cc1ccc(Nc2cccccc2=O)cc1
 : -10 | 0 | -16 | 0 | -0.8 | 0 | 2 | 1.6 | -3 | 1
> O=C(COC(=O)c1ccc2c(c1)OCCO2)NCc1ccccc1
 : -21 | 5 | 11 | -4 | x | -3 | 18 | 0.7 | -1 | -4
> Cc1ccc(NC(=S)Nc2c(C)n(C)n(-c3ccccc3)c2=O)cc1Cl
 : 3 | -17 | x | 3 | 0.9 | -1 | -3 | 0.7 | 0 | -8
> CCOC(=O)c1c(C)n(S(=O)(=O)c2ccc(C)cc2)c2ccc(O)c(C(=O)O)c12
 : -4 | -6 | 0 | -2 | -2.7 | 10 | 7 | -0.4 | -3 | -7
> O=C(CNCc1cccs1)Nc1cc(S(=O)(=O)N2CCCC2)ccc1Cl
 : 5 | 1 | -39 | 23 | -2.3 | 2 | 4 | 1.2 | -5 | 1
> CCOc1ccc(-c2n[nH]c(C)c2-c2ccccn2)c(O)c1
 : -9 | -2 | x | -3 | -2.1 | -5 | 12 | -1.0 | 0 | 0
> CCOc1ccc(CCNS(=O)(=O)c2c(C)nc3scc(C)n3c2=O)cc1OCC
 : 0 | 1 | x | -1 | -1.0 | 0 | 16 | -0.4 | -2 | 5
> COc1ccc(NC(=O)c2[nH]c(C)c(C(C)=O)c2C)cc1S(=O)(=O)Nc1ccc(Br)cc1
 : -9 | 3 | x | -4 | -3.2 | -1 | -6 | -1.5 | -4 | 3
> CC(c1ccco1)N(C(=O)c1ccc(Cl)c([N+](=O)[O-])c1)c1ccccn1 (stereo not given)
 : 1 | -43 | x | 0 | -1.1 | 1 | -6 | -1.6 | 6 | -4
> Cc1cc(C)cc(NC(=O)c2cccc(NC(=O)C3C4CC5OC(=O)C3C5C4)c2)c1 (stereo not given)
 : -14 | -8 | -22 | 3 | -1.4 | 2 | 29 | -0.8 | x | -4
> CN1CCN(C(=O)C2=C[C@H](C3CC3)C[C@H](OCc3ccc(CO)cc3)O2)CC1
 : 7 | -6 | -3 | 1 | 0.5 | 1 | -6 | -0.7 | -2 | 0
> Nc1nc(SCc2ccc(Cl)cc2Cl)nc2nc3c(cc12)CCCC3
 : -5 | -11 | -8 | 7 | 1.8 | 7 | 2 | 0.1 | 3 | 5
> CC(/C=N/NC(=O)CSc1ccccn1)=C\c1ccc(C(C)C)cc1
 : -3 | -4 | 1 | -6 | -1.0 | 0 | 8 | 1.3 | -6 | -4
> CN(C)C(=O)COc1ccc(Oc2ccccc2)cc1
 : -5 | 0 | 16 | 4 | 0.8 | -1 | 2 | 1.0 | -1 | 0
> Cc1c(NC(=O)COC(=O)c2ccc[nH]c2=O)c(=O)n(-c2ccccc2)n1C
 : -20 | -13 | -27 | 4 | 0.0 | -1 | -9 | 2.7 | -5 | -2

Further results follow:
mol | PKA-R2B activ | RTF Ca sens inh | SR-BI uptake up | cardiac RTF act | CAL PDZ FP-1 | DAGLB inh | Rtt109 Vps75 | C-LANA FP | CAL PDZ FP-2 | Keap1 Nrf2 FP
COC(=O)c1ccc(C(=O)OC)c(NC(=O)CN(c2ccccc2)S(=O)(=O)N(C)C)c1 | -11 | 5 | -34 | 6 | -0.7 | -4 | 3 | -2.8 | -1 | -5
CC1(C)OC(=O)C(=NNc2ccc(Br)cc2)C(=O)O1 | 12 | -13 | 36 | 2 | -0.9 | 0 | 7 | -0.2 | -2 | -3
Cc1nc2sc(C)c(C)c2c(=O)[nH]1 | 5 | -10 | 12 | 6 | x | 0 | 1 | -1.2 | -7 | 1
CCC(=O)N(Cc1cc(=O)[nH]c2ccccc12)C1CCCCC1 | 4 | 1 | -18 | 6 | -0.8 | 0 | 3 | 0.3 | 3 | -6
CCCCOc1ccc2c(c1)C(=O)c1cc(O)ccc1-2 | -4 | 1 | -43 | 1 | 0.2 | 19 | 13 | -0.8 | 2 | 3
Cc1ccc(CCNC(=O)C2CCCN(S(=O)(=O)c3cccc4nsnc34)C2)cc1 (stereo not given) | 0 | -5 | -38 | -3 | -1.0 | 0 | -5 | 1.3 | -2 | 2
Cc1nc(/N=C(\N)NC(=O)c2ccccc2)nc2ccccc12 | 0 | -2 | -12 | -2 | -0.8 | -8 | -8 | 1.4 | x | -2
CCN(C[C@H]1N[C@@](CC)(C(=O)OC)[C@H]2C(=O)N(C)C(=O)[C@@H]12)C(C)=O | 1 | -13 | 23 | 8 | -1.1 | 0 | -3 | -2.6 | -3 | -6

Ordered by molar mass (descending): four of the compounds above.
mol | PKA-R2B activ | RTF Ca sens inh | SR-BI uptake up | cardiac RTF act | CAL PDZ FP-1 | DAGLB inh | Rtt109 Vps75 | C-LANA FP | CAL PDZ FP-2 | Keap1 Nrf2 FP
CCN(C[C@H]1N[C@@](Cc2ccccc2)(C(=O)OC)[C@H]2C(=O)N(C)C(=O)[C@@H]12)C(=O)Nc1ccc(C)cc1 | -4 | -8 | 22 | 4 | -1.4 | -1 | -4 | 0.3 | 1 | 6
Cc1ccc(NC(=S)Nc2c(C)n(C)n(-c3ccccc3)c2=O)cc1Cl | 3 | -17 | x | 3 | 0.9 | -1 | -3 | 0.7 | 0 | -8
CN1CCN(C(=O)C2=C[C@H](C3CC3)C[C@H](OCc3ccc(CO)cc3)O2)CC1 | 7 | -6 | -3 | 1 | 0.5 | 1 | -6 | -0.7 | -2 | 0
Cc1c(NC(=O)COC(=O)c2ccc[nH]c2=O)c(=O)n(-c2ccccc2)n1C | -20 | -13 | -27 | 4 | 0.0 | -1 | -9 | 2.7 | -5 | -2

Remaining list, next part.
mol | PKA-R2B activ | RTF Ca sens inh | SR-BI uptake up | cardiac RTF act | CAL PDZ FP-1 | DAGLB inh | Rtt109 Vps75 | C-LANA FP | CAL PDZ FP-2 | Keap1 Nrf2 FP
Cc1ccc(C)c(S(=O)(=O)N2CCN(C(=O)CCC(=O)c3cc(C)sc3C)CC2)c1 | -8 | -1 | -37 | -8 | -1.7 | -3 | 9 | 1.3 | 4 | -4
COc1ccc(C(=O)C(CN2CCCC2)c2ccccc2)cc1 (stereo not given) | -1 | 4 | 12 | -1 | -1.4 | 4 | -17 | 0.3 | 1 | 1
COC(=O)C(C)NC(=O)C1CCCN1C(=O)CNC(=O)OCc1ccccc1 (stereo not given) | -4 | -6 | -7 | -1 | -0.2 | 0 | 0 | -1.5 | -3 | -2
Cc1ccc(/C=N/NC(=O)CSc2nc3ccccc3n2Cc2ccccc2)o1 | -8 | 8 | -4 | -5 | 0.7 | 1 | -4 | 1.7 | -2 | -2
COc1ccccc1CCNCc1ccc(OC)c(OCc2ccccc2)c1 | -4 | 1 | 3 | 0 | -3.9 | 2 | -16 | 0.0 | 3 | -1
CNC(=O)c1cc(S(=O)(=O)NCc2ccncc2)ccc1OC | -7 | -8 | 23 | -3 | -0.7 | 4 | -6 | -0.9 | x | 2
O=C(NCc1ccoc1)c1ccc(NC(=O)c2ccccc2Cl)cc1 | -3 | 0 | -34 | -3 | -0.7 | -3 | 15 | 0.3 | -3 | -1
COc1ccc(OC)c(NC(=S)N(CCc2c(C)[nH]c3ccccc23)Cc2cccs2)c1 | -4 | -2 | -44 | 2 | -0.5 | -3 | 0 | -0.6 | x | -2
Cc1ccc(S(=O)(=O)N2CCSCCSCCSCCSCC2)cc1 | 5 | -2 | 21 | 8 | -0.5 | -11 | -7 | 1.6 | -3 | 4
COc1ccc(OCCn2ccnc2)cc1 | 1 | -3 | 0 | -3 | 0.6 | 0 | 0 | -2.5 | -1 | -6
